Compound activity (PubChem)
GALK inh = blocks human galactokinase activity; Purified GALK, Kinase-Glo residual ATP luminescence; Potency, µM (titrated, usually from 57.5 µM), without a hit: at the highest dose activity change, negative = inhibition, most hits filed as inhibitors; hit rate 0.007% among 270,000; AID 1868; further: potency means the concentration at half of the fitted maximal effect; on the % scale 0 is the no-effect control and ±100 the full control effect
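Human GALK (5 nM) with 35 uM ATP and 100 uM galactose in 20 mM HEPES pH 8.0, 5 mM MgCl2, 60 mM NaCl, 1 mM DTT, 0.01% BSA. After 1 h at room temperature, leftover ATP was read by Kinase-Glo Plus luminescence.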
KCNH2 WT inh = inhibitors of human wildtype KCNH2 potassium channel. U2OS, BacMam KCNH2, thallium flux FluxOr; stronger effect = lower value. hit rate 0.37% among 340,000. activity change, % at 1.84 µM. Q12809;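 active means maximum activity change below -70%; inconclusive means maximum activity change between -70% and -50%; inactive means maximum activity change above -50%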; further: on the % scale 0 is the no-effect control and ±100 the full control effect
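U2OS cells were transduced with wild-type KCNH2 virus (2.03 x 10^8 / mL) for 4 h at room temperature, then cultured overnight at 37 C. Thallium flux was read with FluxOr dye. Rate constants were normalized to DMSO controls.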
USP2a inh = inhibitors of human ubiquitin-specific protease USP2a. Potency, µM (doses to about 38.3 µM), without a hit: at the highest dose activity change, negative = inhibition, hits mostly inhibitors. O75604. hit rate 0.01% among 330,000. AID 463254. USP2 core, Ub-CHOP2 coupled fluorogenic reporter, 485/531;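 further: potency means the concentration at half of the fitted maximal effect; plate controls were DMSO wells for no effect and full inhibition by NEM control for full effect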
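USP2 core (10nM final) preincubated 30min RT with compound in 20mM Tris-HCl pH 8.0, 2mM CaCl2, 2mM beta-mercaptoethanol, 0.05% CHAPS; 25nM Ub-CHOP2 plus 25nM reporter substrate added, fluorescence (Ex485/Em531) read after 60min.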
Giardia killer = kills Giardia lamblia; activity change, % at 7.66 µM, hits read low; hit rate 0.15% among 340,000; Giardia lamblia trophozoite viability; in the data active means activity change below about -80%; inconclusive means between about -30% and that limit;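 further: parasites exposed to compound for two days anaerobically before the ATP read; on the % scale 0 is the no-effect control and ±100 the full control effect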
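Giardia lamblia trophozoites (100 cells/well) were incubated with compounds for 48 h at 37 deg C under anaerobic conditions. Viability was read as ATP content by one-step luminescence after 15-30 min at room temperature.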
PKM2 activator = activators of human pyruvate kinase M2; P14618; purified PKM2, Kinase-Glo ATP luminescence, activation; response scale: 0% is enzyme alone, no compound; Potency, µM (top dose mostly 57.5 µM), for the others: at the highest dose activation, usual class: activators; hit rate 0.34% among 260,000; further: potency means the concentration at half of the fitted maximal effect; on the % scale 0 is the no-effect control and ±100 the full control effect; nearly all actives have a fitted effect of over 55% in size
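ATP formation by purified human PK-M2, quantified via coupled luciferase luminescence after 1 h at room temperature with 0.1 mM ADP and 0.5 mM PEP final.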
B2AR arrestin = recruits beta-arrestin to the human beta2-adrenergic receptor; P07550; Potency, µM (series often up to 46.1 µM), inactives show at the top dose activation, usual class: activators; hit rate 0.02% among 330,000; beta-arrestin recruitment to beta2AR, cell-based reporter; AID 492947;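 further: potency means the concentration at half of the fitted maximal effect; 0% = DMSO controls and full agonism = EC100 isoproterenol or metaproterenol; nearly all actives have a fitted effect of over 65% in size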
FBPA coupling cs = inhibits coupling enzyme system, counter-screen for aldolase hits | hit rate 0.67% among 290,000 | coupling enzyme system counterscreen, AmpLite Red fluorescence | AID 2472 | activity change, negative = inhibition, % at 58.2 µM, hits read low; in the data active means activity change below about -30%; further: on the % scale 0 is the no-effect control and ±100 the full control effect
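Fluorescence at 525 nm excitation and 598 nm emission measured inhibition of the coupled detection system without aldolase. Compounds (at 57.5 uM final) were preincubated 10 min at room temperature with coupling enzyme reagent before a 20 min substrate/AmpLite Red step.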
Menin MLL FP TR = inhibitors of human menin-MLL interaction, mutant MLL peptide; O00255; Menin + Texas Red MLL mutant peptide, fluorescence polarization; Potency, µM (titrated, usually from 61.6 µM), inactives show at the top dose FP activity change, negative = inhibition, most hits filed as inhibitors; hit rate 0.23% among 270,000; active means well fitted inhibition curve with a large enough effect in the polarisation, with a control signal flat, not every such curve was filed as active; inconclusive means small, poorly fitted or top-dose-only effect, or effect the other way, or a change in a side signal; inactive means no such curve, though single readings can be large or run the other way; the % refers to the polarisation; further: potency means the concentration at half of the fitted maximal effect; % of control where 0% means no effect; many of its hits are not listed in these tables
TRPV1 agonist = activates the human vanilloid receptor TRPV1. activation, % at 8.33 µM. hit rate 0.19% among 320,000. TRPV1-expressing cells, Fluo-8 calcium influx, agonist mode. Q8NER1; in the data active means activation above about 80%; inconclusive means between about 30% and that limit; further: 0% is about no effect
Target sequence (Q8NER1 whole entry, looked up): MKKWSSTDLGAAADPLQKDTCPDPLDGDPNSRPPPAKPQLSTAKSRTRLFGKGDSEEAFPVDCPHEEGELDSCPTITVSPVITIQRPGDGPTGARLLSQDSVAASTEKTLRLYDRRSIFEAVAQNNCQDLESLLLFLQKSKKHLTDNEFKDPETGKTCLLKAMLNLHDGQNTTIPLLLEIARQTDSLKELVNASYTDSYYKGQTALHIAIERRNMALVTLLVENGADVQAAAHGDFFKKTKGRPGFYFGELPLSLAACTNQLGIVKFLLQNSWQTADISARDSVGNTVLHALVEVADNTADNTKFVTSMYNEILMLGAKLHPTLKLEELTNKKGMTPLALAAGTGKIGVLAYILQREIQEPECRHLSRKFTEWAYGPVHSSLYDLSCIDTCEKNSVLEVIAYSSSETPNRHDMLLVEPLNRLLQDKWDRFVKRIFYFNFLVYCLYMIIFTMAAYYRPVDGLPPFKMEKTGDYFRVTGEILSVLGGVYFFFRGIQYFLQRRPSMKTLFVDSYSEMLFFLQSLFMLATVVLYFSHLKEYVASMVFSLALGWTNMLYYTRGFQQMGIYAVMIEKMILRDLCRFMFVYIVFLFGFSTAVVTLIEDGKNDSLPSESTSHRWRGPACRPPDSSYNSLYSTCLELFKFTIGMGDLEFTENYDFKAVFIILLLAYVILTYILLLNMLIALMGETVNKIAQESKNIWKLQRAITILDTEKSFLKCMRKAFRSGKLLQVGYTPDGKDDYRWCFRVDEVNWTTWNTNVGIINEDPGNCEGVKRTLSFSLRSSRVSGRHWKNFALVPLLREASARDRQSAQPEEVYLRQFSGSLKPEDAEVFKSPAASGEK
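TRPV1-expressing cells were cultured overnight at 35.5C and loaded with Fluo-8 calcium dye for 40 to 90 min at room temperature. After a 10 s baseline, compound was added and calcium influx was read kinetically for 3 min (ex 480/em 520 nm).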
MLL CXXC-DNA inh = inhibitors of human MLL CXXC domain-DNA interaction | Q03164 | MLL-CXXC / FITC-HOXA9 DNA fluorescence polarization | Potency, µM (titrated, usually from 115 µM), for the others: top-dose activity change, negative = inhibition, actives largely listed as inhibitors | hit rate 0.037% among 290,000 | AID 2662; active means well fitted inhibition curve with a large enough effect in the polarisation, with a control signal flat, not every such curve was filed as active; inconclusive means small, poorly fitted or top-dose-only effect, or effect the other way, or a change in a side signal; inactive means no such curve, though single readings can be large or run the other way; the % refers to the polarisation; further: potency means the concentration at half of the fitted maximal effect
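Purified MLL-CXXC (added from a 7 uM solution) was preincubated 5 min at ambient with pinned compounds in 50 mM Tris-HCl pH 7.5, 50 mM NaCl, 1 mM DTT, 0.05% BSA. Fluorescein-labeled HOX-A9 DNA (50 nM solution) followed, 30 min, then polarization read.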
KCNH2 3.1 block = KCNH2 3.1 (human) potassium channel inhibition. hit rate 0.95% among 340,000. activity change, % (tested at about 1.8 µM). AID 720553. U2OS KCNH2 3.1, thallium flux FluxOr; stronger effect = lower value;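 active means maximum activity change below -70%; inconclusive means maximum activity change from -70% to -50%; inactive means maximum activity change above -50%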;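 further: thallium influx rate constant from kinetic fluorescence after stimulation buffer; on the % scale 0 is the no-effect control and ±100 the full control effect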
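Virally transduced U2OS (3.1 isoform, 4 h infection in dark at RT) → overnight 37 C → FluxOr + Red40 in HBSS/HEPES, 45 min → stimulation buffer, 2 min kinetic read → rate constant vs DMSO controls.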
Starred values were filed as active, the others as inactive; ? = inconclusive; nt = no result given; [ ] = another dose, or the depositor's remark. Unless noted, the call rests on the fitted dose curve; in most records, active means well fitted curve in the direction sought with a large enough effect; inconclusive means small, poorly fitted or top-dose-only effect, or another doubt; inactive means no such curve, though single readings can be large; an effect the other way counts as inactive or inconclusive.

No.	SMILES	GALK inh	KCNH2 WT inh	USP2a inh	Giardia killer	PKM2 activator	B2AR arrestin
1	Cc1ccnc(SC2CC(=O)N(c3ccc(Cl)cc3)C2=O)n1 (stereo not given)	-6%	30	1%	3	8%	-0.5%
2	O=C(O)c1ccc(N/N=C/c2cccc(C(F)(F)F)c2)cc1	-1%	-3	3%	19	nt	-0.4%
3	O=C(CN(C(=O)CNC(=O)c1cccs1)c1ccc(F)cc1)NC1CCCCC1	5%	5	3%	-29	-14%	-0.4%
4	COc1ccc(N2CCN(C(=O)C3CCCN(S(=O)(=O)c4cccc5cccnc45)C3)CC2)cc1 (stereo not given)	2%	-2	0%	-16	6%	0.3%
5	O=C(C1CCC(CNS(=O)(=O)c2ccc(F)cc2)CC1)N1CCOCC1 (stereo not given)	8%	-11	1%	-12	0%	-0.1%
6	O=C(NC(=S)NNC(=O)c1ccco1)c1ccc(Br)cc1	6%	-23	0%	9	4%	0.3%
7	COc1cc(C(=S)N2CCOCC2)cc(OC)c1OC(=O)c1ccc(F)cc1	0%	-4	3%	-14	-15%	0.1%
8	COCCCNC(=O)COc1cc2c(c3oc(=O)c(C)c(C)c13)CCC(C)(C)O2	-6%	-5	4%	-10	nt	0.1%

No.	FBPA coupling cs	Menin MLL FP TR	TRPV1 agonist	MLL CXXC-DNA inh	KCNH2 3.1 block
1	1	7%	-1	15%	-10
2	3	45%[activator]	1	-4%	-3
3	0	-7%	2	-5%	25
4	-4	-1%[11.7 µM]	nt	4%	13
5	4	-2%	7	-7%	13
6	-1	?	4	1%	10
7	4	11%	4	4%	-12
8	1	-23%	6	-7%	0

Going on with the list.
No.	SMILES	GALK inh	KCNH2 WT inh	USP2a inh	Giardia killer	PKM2 activator	B2AR arrestin
9	Cc1nc(N)sc1-c1csc(Nc2ccc(S(N)(=O)=O)cc2)n1	-3%	2	0%	5	-1%[11.5 µM]	-0.1%
10	O=C1CCN2C=Nc3cccc4ccc1c2c34	0%	-12	?	9	10%	-0.1%
11	Cc1ccc(S(=O)(=O)N(Cc2ccccc2)c2ccccc2C(=O)NCc2cccnc2)cc1	2%	20	-4%	8	2%	6.5%
12	NC(=O)COc1c(-c2ccc(Br)o2)oc2ccccc2c1=O	1%	4	0%	7	0%	0.0%
13	O=C(NCCc1c[nH]c2ccccc12)c1cccc(S(=O)(=O)Nc2ccccc2Cl)c1	0%	0	4%	6	6%	-0.7%
14	Cc1ccccc1Cn1c(CN2CCc3ccccc3C2)nc2c1c(=O)n(C)c(=O)n2C	-3%	0	0%	-1	1%	-0.3%
15	CCOC(=O)CNC(=S)N(Cc1ccccc1)Cc1cccs1	-2%	-13	4%	1	-1%	0.0%
16	O=C(NC1CC1)C1C2C3C4CC5C3C5C4C12 (stereo not given)	0%	0	1%	11	-3%	-0.5%

No.	FBPA coupling cs	Menin MLL FP TR	TRPV1 agonist	MLL CXXC-DNA inh	KCNH2 3.1 block
9	-23	?	-2	0%	1
10	-30*	-1%	?	?	-1
11	6	5%	7	2%	25
12	1	-10%	1	-1%	-1
13	0	?	0	-8%	0
14	-13	?	2	-14%	-2
15	1	7%	10	4%	-12
16	1	2%	2	2%	7

Going on with the list.
No.	SMILES	GALK inh	KCNH2 WT inh	USP2a inh	Giardia killer	PKM2 activator	B2AR arrestin
17	COc1ccc2[nH]c3c(=O)n(CCCN4CCOCC4)cnc3c2c1	-1%	3	0%	-6	-5%	-0.8%
18	O=C(O)CSc1ncn[nH]1	-2%	0	2%	-11	-1%	0.0%
19	CC(C)CC(NC(=O)c1ccccc1)C(=O)N/N=C/c1ccco1 (stereo not given)	2%	-4	-5%	-5	0%	-2.8%
20	Cc1ccc(Cl)c2sc(NC(=O)C3CC3)nc12	nt	10	0%	2	-28%	-1.0%
21	Cc1cn(C2OC(COC(=O)c3ccccc3)C(O)C2O)c(=O)[nH]c1=O (stereo not given)	0%	5	1%	9	1%	-0.2%
22	O=C(CCn1cnc2ccccc21)N/N=C/c1ccccc1O	3%	-1	-1%	-2	-3%	0.2%
23	CN(C)C(C)(C)/C=C/C(O)(c1ccccc1)c1ccccc1	2%	7	-2%	10	-2%	-1.1%
24	NC(=O)C1CCN(C(=O)c2ccc3c(=O)n(Cc4ccco4)c(SCC(=O)c4ccc(F)cc4)nc3c2)CC1	9%	nt	-1%	nt	2%	0.0%

No.	FBPA coupling cs	Menin MLL FP TR	TRPV1 agonist	MLL CXXC-DNA inh	KCNH2 3.1 block
17	-3	nt	0	4%	-12
18	1	22%	2	2%	10
19	1	5%	7	21%	-13
20	0	?	4	nt	4
21	0	8%	-7	?	14
22	2	0%	-4	5%	3
23	0	nt	0	-2%	-1
24	2	15%	?	11%	nt

The closing 3 compounds of the part above come first, to join the parts:
No.	SMILES	GALK inh	KCNH2 WT inh	USP2a inh	Giardia killer	PKM2 activator	B2AR arrestin
22	O=C(CCn1cnc2ccccc21)N/N=C/c1ccccc1O	3%	-1	-1%	-2	-3%	0.2%
23	CN(C)C(C)(C)/C=C/C(O)(c1ccccc1)c1ccccc1	2%	7	-2%	10	-2%	-1.1%
24	NC(=O)C1CCN(C(=O)c2ccc3c(=O)n(Cc4ccco4)c(SCC(=O)c4ccc(F)cc4)nc3c2)CC1	9%	nt	-1%	nt	2%	0.0%
25	OCCNCCNCc1ccc(-c2ccccc2)cc1	0%	nt	3%	nt	-1%	-0.2%
26	COc1cc(/C=N/NC(=O)CNc2n[nH]c(=O)[nH]c2=O)ccc1OCc1ccccc1	4%	-6	0%	-12	0%	0.1%
27	COC(=O)CC(=O)CSc1nc(C)cc(C)c1C#N	0%	-7	1%	25	?	0.1%
28	CCOc1cc(N2CCOCC2)c(OCC)cc1NC(=O)C(C)C	1%	-2	2%	-28	-12%	-0.1%
29	CCOC(=O)N=Nc1c(O)n(CC)c2ccccc12	nt	-1	3%	0	6%	0.0%
30	CSCCC(NC(=O)COc1ccccc1)C(=O)N1CCN(c2ccccc2F)CC1 (stereo not given)	5%	18	1%	-11	-2%	-0.3%
31	CN(CC(=O)Nc1ccc(N2CCOCC2)cc1)C(=O)c1cc2c(s1)CCCC2	nt	-9	5%	-1	nt	3.8%
32	CCNc1nc(NCC)n2c(SCC(=O)Nc3ccccc3)nnc2n1	1%	-7	1%	-24	1%	-0.6%

No.	FBPA coupling cs	Menin MLL FP TR	TRPV1 agonist	MLL CXXC-DNA inh	KCNH2 3.1 block
22	2	0%	-4	5%	3
23	0	nt	0	-2%	-1
24	2	15%	?	11%	nt
25	4	-4%	10	0%	nt
26	2	nt	nt	4%	-3
27	0	-18%	2	8%	-8
28	-3	nt	5	-5%	-1
29	0	22%	-2	1%	24
30	-1	0%	2	6%	2
31	nt	nt	-6	nt	10
32	4	-16%	2	-28%	-3

Further records follow.
No.	SMILES	GALK inh	KCNH2 WT inh	USP2a inh	Giardia killer	PKM2 activator	B2AR arrestin
33	COC(=O)c1c(N2C(=O)CC(Sc3ncccc3C(=O)O)C2=O)sc(C)c1C (stereo not given)	0%	2	0%	20	?	0.7%
34	O=C(O)CCN1C(=O)/C(=C\c2ccc(OCc3ccccc3)c(OCc3ccccc3)c2)SC1=S	-8%	-2	1%	6	1%	-0.3%
35	COc1ccc(C(=O)Nc2ccccc2N2CCOCC2)cc1S(=O)(=O)N1CCOCC1	nt	-8	-1%	-11	nt	-0.1%
36	COc1ccc(S(=O)(=O)N(C)CC(=O)N2CCCCCC2)cc1OC	2%	-3	0%	-8	-7%	0.0%
37	Cc1ccc(CN(C)C(=O)C2CCC(=O)N(C3CCCCCC3)C2)cc1 (stereo not given)	-1%	1	1%	8	3%[0.46 µM]	-1.0%
38	CCn1cc(C(=O)NN)c(=O)c2cc(F)c(N3CCOCC3)cc21	1%	-22	-2%	11	nt	-0.3%
39	S=C(NCc1ccco1)Nc1ccc(Cl)cn1	2%	-47	0%	-23	7%	-0.8%
40	Fc1ccc2cnc(-c3ccccc3)c(-c3cccc(C(F)(F)F)c3)c2c1	nt	-2	-9%	36[activator]	nt	-1.5%
41	Cc1cc2cc(CNS(=O)(=O)c3ccccc3)ccc2n1C	0%	6	-2%	-5	-5%	-0.6%

No.	FBPA coupling cs	Menin MLL FP TR	TRPV1 agonist	MLL CXXC-DNA inh	KCNH2 3.1 block
33	15	nt	-6	-10%	8
34	nt	nt	-7	?	5
35	nt	nt	0	nt	-47
36	2	9%	4	-6%	21
37	0	-7%	13	50%[activator]	1
38	3	?	2	3%	-1
39	3	32%[activator]	11	-7%	-14
40	nt	nt	27	nt	21
41	-2	?	0	-1%	8

Some of the compounds tested. The share of hits here may be higher or lower than overall.
